CCT modulator: modulators of cytosolic chaperonin (CCT/TRiC) activity; purified chaperonin ATPase assay, HTRF ADP detection, 30 min; activity change, % (test concentration not listed), hits read low; 0.3% of 360,000 active; AID 651819; in the data active = activity change below about -30%; also: % is scaled to controls: 0 for no effect and ±100 for the full control effect
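TRiC at 40 or 20 nM final (batch-dependent) in 30 mM Tris pH 7.4, 100 mM KCl, 5 mM MgCl2, 1 mM DTT, with compound at single 76 uM and 10 uM ATP, 30 min at 37 deg C. ADP detected by HTRF Transcreener, 665/615 ratio.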
HepG2 tox: kills HepG2 cells in TGF-b inhibitor counter-screen; HepG2 CAGA-GFP viability, ATP luminescence, 18 h; AID 588856; Potency, µM (doses to about 46.1 µM), inactives show at the highest dose activity change, negative = cytotoxicity, actives largely listed as cytotoxic; 0.76% of 410,000 active; also: potency is read from the fitted curve at half-maximal effect; some results filed as inactive show a strong effect at the top dose
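HepG2 CAGA-GFP cells (1000/well, DMEM with 1% FBS) received compound, then TGF-beta at 500 pg/mL final, and were incubated 18 hours at 37 degrees C. Viability was read by CellTiter-Glo luminescence. Media-only wells were set as complete cell-killing and DMSO as no toxicity.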
Akt phos inh: Akt phosphorylation inhibition; activity change, % for hits at 50 µM; Neuro2A IGF-stimulated pAkt S473 HTRF, 20 min; hits give low values; 0.32% of 360,000 active; in the data active = activity change below about -80%; inconclusive = mostly about -51% to -80%; also: % is scaled to controls: 0 for no effect and ±100 for the full control effect
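Neuro2A cells in DMEM with 0.5% FBS, overnight at 37 deg C, given compound at single 50 µM final, then IGF (6 nM final) for 20 min at 37 deg C. Lysed; phospho-Akt Ser473 by HTRF after 24 h, 665/615 ratio.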
Mm-Cpn inhibitor: M. maripaludis TRiC chaperonin inhibition | purified Mm-Cpn ATPase, ADP Transcreener TR-FRET | 0.031% of 330,000 active | Potency, µM (top dose mostly 76.9 µM), without a hit: at the top dose activity, negative = inhibition, hits mostly inhibitors; also: potency is read from the fitted curve at half-maximal effect; % is scaled to controls: 0 for no effect and ±100 for the full control effect; nearly all actives have a fitted effect of over 80% in size
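TR-FRET (320 nm excitation; 590 and 665 nm emission) reports ADP made from 10 uM ATP by 25 nM enzyme; compounds were preincubated 10 min, reaction run 30 min, both at 37°C.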
A549 viability: A549 cytotoxicity, counter-screen for Nrf2 inhibitors; A549 ARE-Fluc cells, CellTiter-Fluor viability, 18-24 h; Potency, µM (top dose mostly 46 µM), without a hit: at the highest dose activity change, negative = cytotoxicity, usual class: inhibitors; 0.16% of 390,000 active; also: potency is read from the fitted curve at half-maximal effect; % is scaled to controls: 0 for no effect and ±100 for the full control effect
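A549 ARE-Fluc cells in 5% FBS OPTI-MEM, 5000 cells/well, rested 2 h then exposed to compounds in concentration-response for 18-24 h at 37 °C. Viability by CellTiter-Fluor fluorescence (Ex 405/Em 525) after 30 min; luciferase luminescence (BugLite, 15 min, RT) read afterwards.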
Nrf2 inh: inhibitors of Nrf2 signaling; A549 ARE-Fluc reporter, luciferase luminescence, 18-24 h; Potency, µM (top dose mostly 46 µM), inactives show at the highest dose activity change, negative = inhibition, most hits filed as inhibitors; 2.1% of 360,000 active; AID 504444; also: potency is read from the fitted curve at half-maximal effect; % is scaled to controls: 0 for no effect and ±100 for the full control effect; nearly all actives have a fitted effect of over 60% in size
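Cells were seeded and rested 2 h, then exposed to compounds for 18-24 h. CellTiter-Fluor was read first as a viability measure. BugLite was added 15 min before the final luminescent read of ARE-luciferase activity in A549 cells.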
S2 tox: cell viability loss in ATXN counter-screen | S2 cells (HEK-293 line with an ATXN2-luciferase reporter) viability, CellTiter-Fluor protease fluorescence, 24 h | Potency, µM (titrated, usually from 56.7 µM), usual class: cytotoxic | 0.49% of 400,000 active | AID 651635; also: potency is read from the fitted curve at half-maximal effect; nearly all actives have a fitted effect of over 40% in size
Nrf2 activator: activators of Nrf2 (ARE) signaling | AREc32 ARE-luciferase reporter (MCF7-derived line), luminescence, 24 h | Potency, µM (series often up to 46.1 µM), for the others: at the top dose activation, most hits filed as activators | 0.31% of 410,000 active | AID 624171; also: potency is read from the fitted curve at half-maximal effect; % of control where 0% means no effect; nearly all actives have a fitted effect of over 65% in size
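Luciferase luminescence (Steady-Glo, 30 min at room temperature) served as the read-out of ARE activation in AREc32 cells treated with compounds for 24 hr at 37 deg C.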
TGFb SMAD3 inh: TGF-b pathway inhibition; HepG2 CAGA-GFP TGF-b/SMAD3 reporter, GFP fluorescence, 18 h; TGF-beta stimulated, 500 pg/mL final; Potency, µM (series often up to 46.1 µM), without a hit: at the highest dose activity, negative = inhibition, actives largely listed as inhibitors; 1.2% of 410,000 active; also: potency is read from the fitted curve at half-maximal effect; % is scaled to controls: 0 for no effect and ±100 for the full control effect; nearly all actives have a fitted effect of over 65% in size
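TGF-beta reporter screen: HEPG2 CAGA-GFP, 1% FBS, 500 pg/mL TGF-beta final, 18 h; per-cell GFP summed per well; curves fitted and categorized by class.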
Starred values were filed as active, the others as inactive; i = inactive; ? = inconclusive; · = not tested or not shown. Unless noted, calls follow the shape of the dose curve; as a rule, active = well fitted curve in the direction sought with a large enough effect; inconclusive = small, poorly fitted or top-dose-only effect, or another doubt; inactive = no such curve, though single readings can be large; an effect the other way counts as inactive or inconclusive.

SMILES	CCT modulator	HepG2 tox	Akt phos inh	Mm-Cpn inhibitor	A549 viability	Nrf2 inh	S2 tox	Nrf2 activator	TGFb SMAD3 inh
C/C(O)=C\c1nc2ccccc2oc1=O	0.6	-38%	i	1%	-6%	-8%	i	16µM*	-16%
Cc1cc(C(=O)N2CCN(S(=O)(=O)c3ccccc3C#N)CC2)c(C)o1	0.3	11%	i	3%	3%	2%	i	-0.5%	5%
CCOc1ccc(S(=O)(=O)N2CCOCC2)cc1NC(=O)CSCC(=O)Nc1ccc(OC)cc1	-1.0	-2%	i	·	-8%	-17%	i	0.2%	-6%
COc1ccc(Cl)cc1S(=O)(=O)NC(C)C(=O)NCc1ccc2c(c1)OCO2 (centres undefined)	-1.3	-8%	i	0%	-1%	-1%	i	0.0%	?
COc1cccc(Cn2c(CNS(=O)(=O)c3ccc(C(C)(C)C)cc3)nc3cccnc32)c1	·	-23%	·	·	-15%	·	·	5.7%	?
COc1ccccc1Nc1nc(N)nc(CN2CCCCC2)n1	-2.5	14%	i	-3%	3%	-2%	i	-0.3%	-1%
CCOC(=O)c1c(C)[nH]c(C)c1C(=O)COC(=O)/C=C/c1cccc(Cl)c1	1.9	-1%	i	0%	-4%	-3%	?	16%	?
Cc1cc(C)c2c(CC(=O)Nc3c(C(=O)c4ccc(F)cc4)oc4ccccc34)coc2c1	·	-1%	·	·	1%	24%	i	0.1%	1%
O=C(O)c1cc(Cl)c(Cl)cc1C(=O)N1CCOCC1	-6.1	3%	i	-1%	-9%	-8%	i	-0.1%	-20%
N#CCC(=O)N1CCN(C(c2ccccc2)c2ccccc2)CC1	-1.3	-1%	i	·	-15%	4%	i	0.1%	13%
COc1ccc(CCNC(=O)COc2ccc(-c3ccc(C#N)cc3)cc2)cc1	0.4	-3%	i	0%	0%	-6%	i	-0.8%	-10%
O=C(NC1CC2CCCC(C1)N2C(=O)NC1CCCCC1)c1ccc(F)cc1 (centres undefined)	-2.1	-10%	i	-2%	-10%	-9%	i	-0.4%	7%
Cc1nc(C(=O)N(C)C)nn1-c1cc(Cl)ccc1Cl	-1.4	1%	i	0%	·	8%	i	-0.1%	5%
N#Cc1cc(C(=O)c2cc(F)ccc2O)cn(Cc2ccccc2)c1=O	3.4	-7%	i	2%	-4%	-13%	i	2.4%	?
COc1ccc(OC)c(C2NC(=O)CCC2[N+](=O)[O-])c1 (centres undefined)	-0.4	-4%	i	1%	-4%	-7%	i	-0.4%	-22%
Cn1c(SCC(=O)NC2CCCCC2)nnc1-c1cccnc1	0.9	2%	i	-2%	2%	-2%	i	0.1%	-23%
O=c1c(S(=O)(=O)c2ccc(Cl)cc2)cn(Cc2ccccc2F)c2ccc(F)cc12	0.6	11%	i	-2%	?	-23%	i	0.3%	0%
O=C(COC(=O)C1CC2CCCC(C1)C2=O)Nc1ccccc1 (centres undefined)	-0.4	3%	i	-4%	2%	3%	?	0.0%	3%
Fc1ccccc1-c1nc2ncccc2o1	1.7	4%	i	2%	-4%	?	i	3.3%	7%
COCCCNC(=O)C12CCC(C)(C(=O)C1)C2(C)C (centres undefined)	0.3	5%	i	2%	-4%	12%	i	-0.6%	-6%
COc1ccccc1N1CCN(CC(=O)Nc2cccc(F)c2)CC1	2.4	-1%	i	3%	-1%	·	?	0.0%	0%
CC1CCCCN1c1ncnc(N)c1[N+](=O)[O-] (centres undefined)	0.2	1%	i	2%	-3%	-1%	i	-1.5%	7%
O=C(NCCN1CCOCC1)c1ccc(Cl)cc1O	-4.2	18%	i	0%	5%	1%	i	-0.8%	21%
C=CCc1c(NCCO)nc(C)[nH]c1=O	2.9	-2%	i	1%	-6%	?	i	-0.2%	?
Cc1cc[n+](C(C)C(=O)c2ccc(Cl)cc2)cc1 (centres undefined)	-5.3	-3%	i	1%	-3%	?	i	0.3%	15%
CC(C)NC(=O)c1cc2cc(Br)ccc2oc1=O	-1.2	-21%	i	-2%	-14%	-12%	i	5.8%	-6%
CC(C)C[C@H](NC(=O)N1CCn2c1nc1ccccc12)C(=O)NCc1ccc2c(c1)OCO2	0.8	-3%	i	2%	-6%	?	i	-0.4%	-34%
O=C(CSc1nnc(Cn2nnc(-c3ccccc3)n2)n1-c1ccccc1)Nc1ccc(F)cc1	0.9	-8%	·	-2%	-15%	-35%	·	-0.2%	-8%
Nc1ccc(N2CCN(c3ccc(F)cc3)CC2)cc1	-0.7	1%	i	0%	-19%	-29%	?	4.2%	1%
Cc1ccc(OCCN2CCC2(C)C(=O)Nc2ccc3c(c2)OCO3)cc1 (centres undefined)	-0.6	-15%	i	·	·	·	i	0.3%	-10%
COc1ccccc1CNS(=O)(=O)c1c(C(=O)N2CCCCCC2)c(C)n(C)c1C	-1.6	-7%	i	-1%	-1%	-7%	?	0.4%	0%
CCCC(=O)Nc1sc2c(c1C(=O)OC)C(C(=O)OC)CC2 (centres undefined)	-0.2	-7%	i	-3%	14%	0%	i	-0.6%	24%
Cc1c(C(=O)Nc2cc(F)cc(F)c2)cnn1-c1ccccc1	-1.5	-25%	i	1%	-10%	?	i	6.2%	-10%
O=C(O)C1CCCN1c1ncnc2ccccc12 (centres undefined)	-0.1	2%	i	-1%	-10%	-5%	i	-0.4%	-2%
COc1cccc(/C=N/Nc2ccnc(=O)[nH]2)c1O	1.6	-28%	i	2%	0%	2%	i	-1.0%	-31%
Cc1ccc(C(=O)/C=C/Nc2ccccc2C(N)=O)cc1	0.5	-63%	i	1%	0%	?	i	-0.7%	-16%
O=c1ccn([C@@H]2O[C@H](CNCc3ccccc3)[C@@H](O)[C@H]2O)c(=O)[nH]1	-0.6	6%	i	·	·	·	i	0.8%	2%
Cc1ccccc1-n1c(Cn2c(=O)sc3ccccc32)nnc1SCC(N)=O	-0.7	19%	i	-2%	1%	-6%	i	-0.9%	20%
CC1CCCCC1NCC#CCOc1ccc(Cl)cc1 (centres undefined)	-1.6	5%	i	-1%	-1%	3%	i	0.0%	13%
Cc1ccc(S(=O)(=O)N(C)c2ccc(C(=O)Nc3c(C)n(C)n(-c4ccccc4)c3=O)cc2)cc1	-1.6	-9%	i	3%	0%	-13%	?	-1.0%	1%
O=C(Nc1ccc(F)cc1)/C(=C1/CCCCCN1)[N+](=O)[O-]	-3.0	1%	i	0%	0%	7%	i	0.0%	4%
Cc1nc(Nc2cccc(C(F)(F)F)c2)nc2c1C(=O)CC(C)C2 (centres undefined)	-1.9	-1%	i	1%	-1%	·	i	0.2%	7%
Cc1nn(-c2ccc(F)cc2)c(C)c1NS(=O)(=O)c1ccc2ccccc2c1	-3.1	-30%	i	2%	?	?	?	0.3%	10µM*
Cc1ccccc1CCNCc1c(C(=O)O)c(C)n(Cc2c(F)cccc2Cl)c1C	·	-20%	·	·	4%	24%	i	-0.9%	-3%
CCc1nnc(NC(=O)c2c(OC)cccc2OC)s1	-9.0	-4%	i	2%	-1%	·	i	0.0%	6%

From PubChem BioAssay

Rows are unselected; overall some 4.4% were active at least once.
